# SIAH1 antagonists: Siah-1 peptide-binding antagonists, primary screen, biochemical, fluorescence polarization, rhodamine-plectin, uHTS (AID 1817); Siah-1 / rhodamine-plectin peptide fluorescence polarization; higher % means a stronger effect; 290,000 tested, 0.02% active; displacement, % at 20 µM; hits with a dose series show IC50 in µM;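 active = displacement of at least 50% at 20 µM, with a fluorescence ratio check between 0.3 and a set limit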;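 note: plate controls were Siah plus tracer with DMSO for no effect and tracer alone without Siah for full effect; strong numbers were not always called active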
# AID2073: disruptors of CaV2.2 binding to Mint1 – biochemical, HTRF (AID 2073) | one-dose inhibition, % at 20 µM; IC50 in µM for titrated hits | 290,000 tested, 0.19% active | HTRF protein-protein interaction, Mint1-CaV2.2; higher % means a stronger effect; in the data active = inhibition mostly above about 51%, no sharp cut-off; note: some results filed as inactive read as strong as hits
# CSM14.1 death rescue: rescue of cells from ER stress-induced death, primary screen, 384-well, CSM14.1, thapsigargin, ATP luminescence (AID 1222) | CSM14.1 thapsigargin-induced death rescue, ATP luminescence; higher % means a stronger effect | one-dose cellular ATP content (survival), % at 20 µM; EC50 in µM for titrated hits | 190,000 tested, under 10 active;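 active = EC50 below 50 µM in the dose-response confirmation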;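 note: death triggered by thapsigargin at about 15 µM added after 2 h compound pretreatment; cell ATP read after overnight thapsigargin exposure of roughly 18 to 22 hours; normalized against plate controls of thapsigargin alone and 5% DMSO vehicle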
# M1AAP inhibition: malaria alanyl aminopeptidase activity blockers – biochemical, fluorogenic H-Leu-NHMec substrate, 1536-well (AID 1445); recombinant M1AAP, H-Leu-NHMec fluorogenic kinetic assay; higher % means a stronger effect; inhibition, % at 30 µM; hits with a dose series show IC50 in µM; 220,000 tested, 0.42% active;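 active = primary inhibition above the hit cutoff, then over 50% inhibition at one or more dose response concentrations, cut at about 23% in these data, passing the limit was not always enough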;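 note: plate controls were DMSO full reaction for no effect and no enzyme background for full effect; strong numbers were not always called active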
# Lipid droplet: hepatic lipid droplet formation modulation; AML12 mouse hepatocytes, oleate lipid droplets, BODIPY imaging; inhibition, % at 6.5 µM; 240,000 tested, 0.4% active; AID 1656;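 active = lipid droplet intensity inhibited by at least 50%, with more than 500 cells counted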
#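 Assay system: AML12 mouse liver cells | Compound: 6.5 µM single-point dosing | Schedule: Overnight exposure | Technique: Fluorescence imaging, 20x objective, two fields per well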
# XIAP antagonists: XIAP antagonists, biochemical, IAP family, fluorescence polarization (AID 1018). XIAP BIR domain, fluorescence polarization peptide displacement; higher % means a stronger effect. one-dose displacement, % at 20 µM; IC50 in µM for titrated hits. 200,000 tested, 0.007% active; in the data active = displacement above about 50%; note: a part of the inactive calls stands beside numbers as strong as those of hits
# P. falciparum M17LAP: P. falciparum M17LAP inhibitors, primary screen, biochemical, fluorogenic H-Leu-NHMec substrate, 1536-well (AID 1619); recombinant M17LAP, H-Leu-NHMec fluorogenic kinetic assay; higher % means a stronger effect; one-dose inhibition, % at 30 µM; IC50 in µM for titrated hits; 220,000 tested, 0.38% active;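 active = compound inhibiting the enzyme by more than half at any dose during confirmatory dose-response retesting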;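 note: plate controls were full reaction with DMSO carrier for no effect and no enzyme background for full effect; strong numbers were not always called active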
# LYP phosphatase: PTPN22 lymphoid phosphatase activity blockers – biochemical, fluorescence intensity, uHTS (AID 1779) | 290,000 tested, 0.054% active | one-dose inhibition, % at 11.5 µM; IC50 in µM for titrated hits | recombinant LYP phosphatase, fluorescence intensity; higher % means a stronger effect;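 note: plate controls were vehicle with enzyme for no effect and no enzyme for full effect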
# HEK293 NOD2/NF-kB: inhibition of NOD2-driven NF-kB reporter – cell-based, luminescence, uHTS, HEK293 (AID 1566). HEK293 NOD2/NF-kB luciferase reporter, luminescence; higher % means a stronger effect. one-dose inhibition, % at 4 µM; EC50 in µM for titrated hits. 290,000 tested, 0.63% active; note: many of its hits are not listed in these tables
# Lipid droplet cells 6.5 µM: further read-out of Lipid droplet, marked with its call; cell count; measured here: cell count, cytotoxicity flag;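 cells counted across two imaged fields per well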
# An asterisk follows results filed as active; . = not tested or not shown. Cut-off read from the data, not from the text of the source, unless noted: active = inhibition above about 50%; inactive = the rest.
SMILES,SIAH1 antagonists,AID2073,CSM14.1 death rescue,M1AAP inhibition,Lipid droplet,Lipid droplet cells 6.5 µM,XIAP antagonists,P. falciparum M17LAP,LYP phosphatase,HEK293 NOD2/NF-kB
Cc1ccc([N+](=O)[O-])cc1NC(=O)CSc1nnc(C)n1CC1CCCO1 (stereo not drawn),0%,8%,.,.,-10,844,.,.,-6%,9%
Cc1c(C)n(CCc2ccccc2)c2ncnc(NCCO)c12,-2%,-8%,.,.,7,706,.,.,-6%,-64%
O=C(CCCC1=NS(=O)(=O)c2ccccc2N1)N1CCN(c2ccc([N+](=O)[O-])cc2)CC1,-2%,7%,.,.,12,688,.,.,3%,-13%
O=C(CCC1N=C2c3ccccc3N=C(SCC(=O)NCc3ccco3)N2C1=O)NCc1ccco1 (stereo not drawn),6%,22%,-2.8%,15%,-2,757,-5.8%,1%,-5%,11%
O=C(NCc1n[nH]c(=S)n1-c1cccc(C(F)(F)F)c1)c1ccc(S(=O)(=O)N2CCCC2)cc1,7%,-7%,-3.5%,0%,0,727,-0.5%,3%,-4%,3%
CCN(CCn1cccn1)C(=O)CC1C(=O)NCCN1Cc1cccc(OC)c1OC (stereo not drawn),-2%,-12%,-0.8%,-13%,0,679,-11%,-10%,-10%,4%
Cc1ccc(NC(=O)Cc2c[nH]c3ccccc23)cc1S(=O)(=O)N1CCCCCC1,3%,19%,-1.7%,-1%,1,666,-7.2%,-1%,1%,19%
Cc1onc(-c2c(F)cccc2Cl)c1C(=O)NNC(=O)C1CCN(Cc2cccc(F)c2)CC1,2%,-11%,-2.0%,-3%,-1,671,-9.2%,8%,-3%,7%
CC(Sc1nc2sccc2c(=O)n1-c1ccccc1)C(N)=O (stereo not drawn),-3%,8%,.,.,18,865,.,.,-4%,0%
Cc1cccc(Cc2cnc(N3C(=N)SC(c4ccccc4)C3=O)s2)c1 (stereo not drawn),-2%,28%,2.5%,-13%,14,513,-16%,5%,-4%,-15%
COc1ccc(N2CC(C(=O)NC3CC(C)(C)NC(C)(C)C3)CC2=O)cc1 (stereo not drawn),-1%,-8%,0.1%,-2%,.,.,-0.8%,7%,2%,-12%
Cc1ccc(OCCn2cc(/C=C3\C(=O)NN(c4ccccc4)C3=O)c3ccccc32)cc1,-4%,11%,-2.1%,0%,-7,561,-2.2%,5%,8%,-6%
CCOC(=O)CC(NC(=O)c1cc2ccccc2oc1=O)c1cccc([N+](=O)[O-])c1 (stereo not drawn),10%,33%,-2.1%,2%,-1,448,-7.3%,3%,6%,3%
COCCN1C(=O)C(CC(=O)Nc2ccc(C(C)=O)cc2)SC1=Nc1ccccc1 (stereo not drawn),0%,8%,-3.2%,7%,.,.,-3.6%,9%,-12%,17%
c1cncc(CNc2ccc3c(c2)OCO3)c1,-4%,-38%,-0.6%,2%,22,823,-4.9%,6%,-9%,3%
CCS(=O)(=O)CCSC1OC(COC(C)=O)C(OC(C)=O)C(OC(C)=O)C1OC(C)=O (stereo not drawn),3%,15%,-0.1%,3%,18,652,-2.8%,5%,-1%,20%
CC(C)c1nnc(NC(=O)COc2ccccc2[N+](=O)[O-])s1,0%,6%,.,1%,-5,737,.,8%,-1%,-12%
COc1ccc(-c2csc(Nc3ncccc3C)n2)cc1,3%,-27%,-2.6%,1%,11,782,-7.3%,17%,-8%,-114%
O=C(CCc1nnc(C2CCCCC2)o1)NCc1ccc(F)c(F)c1,-2%,7%,0.8%,7%,-2,737,-8.1%,-1%,-10%,-2%
O=C(CC(C(=O)O)c1ccccc1)c1cccs1 (stereo not drawn),5%,7%,.,3%,0,760,.,1%,-11%,-6%
CC(C)CN1C(=O)c2ccc(NC(=O)Cc3ccccc3)cc2C1=O,-1%,13%,-2.3%,-2%,-6,694,-5.9%,7%,-7%,3%
Cn1c(Cn2nnc3ccccc32)nnc1SCC(=O)c1ccc(F)cc1,-1%,-18%,1.1%,0%,.,.,0.3%,16%,-2%,19%
CN(C(=O)c1ccccc1)C1(C)CCS(=O)(=O)C1 (stereo not drawn),4%,-4%,4.0%,-3%,0,736,-2.1%,6%,-6%,11%
Cc1ccc(S(=O)(=O)N(CC(=O)Nc2ccc(Cl)c([N+](=O)[O-])c2)C2CCCCC2)cc1,-4%,-4%,-2.8%,21%,-3,670,-3.0%,3%,-2%,-54%
CCCC(=O)Nc1cc(Cl)ccc1N1CCN(C(=O)CC)CC1,4%,-1%,0.8%,9%,-12,719,-4.3%,-9%,-5%,12%

# Two of these compounds in a different format.
molecule	SIAH1 antagonists	AID2073	CSM14.1 death rescue	M1AAP inhibition	Lipid droplet	Lipid droplet cells 6.5 µM	XIAP antagonists	P. falciparum M17LAP	LYP phosphatase	HEK293 NOD2/NF-kB
O=C(NCc1n[nH]c(=S)n1-c1cccc(C(F)(F)F)c1)c1ccc(S(=O)(=O)N2CCCC2)cc1	7%	-7%	-3.5%	0%	0	727	-0.5%	3%	-4%	3%
CCN(CCn1cccn1)C(=O)CC1C(=O)NCCN1Cc1cccc(OC)c1OC (stereo not drawn)	-2%	-12%	-0.8%	-13%	0	679	-11%	-10%	-10%	4%

# 9 entries from above, set out differently:
structure	SIAH1 antagonists	AID2073	CSM14.1 death rescue	M1AAP inhibition	Lipid droplet	Lipid droplet cells 6.5 µM	XIAP antagonists	P. falciparum M17LAP	LYP phosphatase	HEK293 NOD2/NF-kB
CC(C)c1nnc(NC(=O)COc2ccccc2[N+](=O)[O-])s1	0%	6%	.	1%	-5	737	.	8%	-1%	-12%
COc1ccc(-c2csc(Nc3ncccc3C)n2)cc1	3%	-27%	-2.6%	1%	11	782	-7.3%	17%	-8%	-114%
O=C(CCc1nnc(C2CCCCC2)o1)NCc1ccc(F)c(F)c1	-2%	7%	0.8%	7%	-2	737	-8.1%	-1%	-10%	-2%
O=C(CC(C(=O)O)c1ccccc1)c1cccs1 (stereo not drawn)	5%	7%	.	3%	0	760	.	1%	-11%	-6%
CC(C)CN1C(=O)c2ccc(NC(=O)Cc3ccccc3)cc2C1=O	-1%	13%	-2.3%	-2%	-6	694	-5.9%	7%	-7%	3%
Cn1c(Cn2nnc3ccccc32)nnc1SCC(=O)c1ccc(F)cc1	-1%	-18%	1.1%	0%	.	.	0.3%	16%	-2%	19%
CN(C(=O)c1ccccc1)C1(C)CCS(=O)(=O)C1 (stereo not drawn)	4%	-4%	4.0%	-3%	0	736	-2.1%	6%	-6%	11%
Cc1ccc(S(=O)(=O)N(CC(=O)Nc2ccc(Cl)c([N+](=O)[O-])c2)C2CCCCC2)cc1	-4%	-4%	-2.8%	21%	-3	670	-3.0%	3%	-2%	-54%
CCCC(=O)Nc1cc(Cl)ccc1N1CCN(C(=O)CC)CC1	4%	-1%	0.8%	9%	-12	719	-4.3%	-9%	-5%	12%

# The results go on.
SMILES,SIAH1 antagonists,AID2073,CSM14.1 death rescue,M1AAP inhibition,Lipid droplet,Lipid droplet cells 6.5 µM,XIAP antagonists,P. falciparum M17LAP,LYP phosphatase,HEK293 NOD2/NF-kB
CCOc1ccc(CCNC(=O)CS(=O)Cc2nc(-c3ccc(C)cc3)oc2C)cc1OCC (stereo not drawn),10%,9%,.,.,46,692,.,.,-3%,8%
C#CC(C)(C)NC(=O)CSc1nc2c(c(=O)n(C)c(=O)n2C)n1CCCC,1%,-9%,-1.1%,1%,.,.,-1.9%,2%,-2%,.
COc1ccc(OCc2nnc(SCC(=O)NNC(=O)c3ccc(C)cc3)n2C)cc1,6%,-1%,0.0%,7%,-15,559,-0.9%,10%,-7%,4%
Cc1ccc(S(=O)(=O)NCC(=O)N(CC2CCCO2)C(C(=O)NC2CCCCC2)C(C)C)cc1 (stereo not drawn),5%,4%,.,.,-34,792,.,.,-6%,-1%
Cc1ccc(C(=O)NCC(=O)NCCc2ccc(S(N)(=O)=O)cc2)s1,-3%,1%,.,10%,12,742,.,1%,-6%,-4%
O=C(O)[C@H](Cc1ccccc1)NC(=O)N1CCN(c2cccc(C(F)(F)F)c2)CC1,12%,6%,.,3%,-1,753,.,-7%,0%,22%
CCNC(=S)N(Cc1c(C)noc1C)c1ccccc1,5%,0%,-5.6%,-4%,-1,607,-5.5%,2%,-10%,1%
COc1ccc2sc(N3C(=O)C4CC=C(C)CC4C3=O)nc2c1 (stereo not drawn),0%,3%,-1.2%,6%,-14,678,0.4%,35µM*,-4%,13%
OCC1(CCOc2ccccc2)CCN(Cc2cc(Cl)ccc2O)CC1,-2%,-3%,.,.,15,832,.,.,-15%,10%
O=C(COc1ccccc1Cl)Nc1ccc(C(=O)c2ccc(C(=O)O)cc2)cc1,6%,11%,0.8%,3%,12,646,-5.9%,-1%,3%,14%
O=C(CNC(=O)c1ccc(Br)cc1)NCC(=O)OCC(=O)c1ccc([N+](=O)[O-])cc1,-2%,4%,-2.7%,5%,5,591,-1.0%,6%,-3%,-11%
CCC(C)Sc1nnc(Cc2cc(=O)[nH]c(=O)[nH]2)n1-c1ccc(F)cc1 (stereo not drawn),-3%,-2%,0.5%,0%,.,.,-3.6%,9%,-6%,-10%
COc1ccc(-c2nc3c(c4nnc(SC(C)C(=O)Nc5ccc(C)cc5)n24)COC(C)(C)C3)cc1 (stereo not drawn),2%,27%,2.7%,13%,62*,655*,-6.8%,-2%,11%,8%
COc1ccc(OCC(=O)O/N=C(\N)c2ccc(OC)cc2)cc1,16%,2%,.,1%,-4,701,.,2%,-4%,2%
COc1ccc(C(=O)NC(=S)NC(C)(C)C)cc1Br,1%,-10%,2.2%,4%,.,.,-3.0%,-3%,2%,-49%
COc1cc(CNC(C)(C)CO)cc(Br)c1OCc1ccccc1,-5%,-4%,-2.4%,1%,3,707,-12%,-10%,0%,-2%
Cc1ccc([N+](=O)[O-])cc1NC(=O)c1cccs1,2%,-6%,-0.4%,2%,2,643,-2.2%,-1%,-2%,7%
CCCCOc1ccc(-c2nc(SCC(N)=O)n[nH]2)cc1,2%,-1%,0.9%,7%,.,.,-3.7%,-2%,-4%,-37%
Clc1ccc2nc(N3CCN(c4ccccc4)CC3)sc2c1,15%,-6%,-3.0%,0%,5,763,-1.3%,-5%,-2%,-98%
CC(=O)Nc1ccc(Nc2ccccc2)cc1,14%,-23%,.,1%,6,773,.,1%,-6%,13%
CCCCOc1ccc(S(=O)(=O)Nc2ccc(NC(C)=O)cc2)cc1,8%,8%,-0.2%,2%,-39,695,-1.6%,-6%,-4%,18%
CCCNC(=O)c1noc2c1CCc1cc(OC)ccc1-2,-3%,-8%,-2.5%,-2%,-19,708,-0.6%,-5%,-1%,-90%
COc1ccc(-c2cc(C(=O)O)c3c(C)nn(-c4ccccn4)c3n2)cc1,-2%,52%,2.3%,7%,.,.,-0.4%,-97%,-3%,-10%
CCOC(=O)CSc1nsc(SCC(=O)OCC)c1C#N,5%,-5%,0.9%,0%,6,741,-2.5%,-7%,0%,8%

# Only part of the results is shown, so the mix of outcomes need not match the whole.
